Bioassay records (PubChem)
BRCT PPI red – BRCT-phosphoprotein interaction inhibition (red fluorophore). P38398. BRCT-phosphopeptide binding, red fluorescence polarization. Potency, µM (titrated, usually from 76.9 µM), for the others: at the top dose activity change, negative = inhibition, usual class: inhibitors. 75,000 tested, 0.03% active. AID 892; note: % is set by controls: 0 for no effect and ±100 for the full control effect
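Rhodamine-labelled pBACH1 10-mer (100 nM) bound to BRCT domain (100 nM) at pH 7.3; compounds incubated 12 min room temperature, polarization read. Free peptide defines full inhibition; unlabelled decapeptide titrated as control.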
BRCT inh green – inhibitors of human BRCA1 BRCT-phosphoprotein interaction (green fluorophore). BRCA1 BRCT-phosphopeptide binding, green fluorescence polarization. Potency, µM (series often up to 76.9 µM), inactives show at the top dose activity change, negative = inhibition, usual class: inhibitors. 75,000 tested, 0.05% active. AID 875;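 note: potency is the fitted concentration of half-maximal effect; plate controls were peptide without protein for full effect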
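Compounds were incubated for 12 min at room temperature with a complex of 100 nM fluorescein-tagged pBACH1 decapeptide and 250 nM His-tagged BRCT protein. Buffer was phosphate pH 7.3 with EDTA, DTT and Tween 20. Disruption of binding lowers the polarization signal.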
HEK293 cAMP ctrl – parental HEK293 cAMP activation (counter-screen); parental HEK293 CNG cAMP sensor, membrane potential fluorescence; Potency, µM (series often up to 57.1 µM), without a hit: top-dose activation, most hits filed as activators; 73,000 tested, 2.5% active; AID 938; note: potency is the fitted concentration of half-maximal effect; % of control where 0% means no effect; nearly all actives have a fitted effect of over 55% in size
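Counterscreen for endogenous-receptor signalling: CNG-channel HEK 293 cells report cAMP rise by membrane depolarization. After 60 min dye equilibration with 100 uM RO 20-1724, compounds incubated 30 min before bottom-read fluorescence at 590 nm.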
A350 fluor – compounds fluorescent in Alexa 350 spectral region | Compound autofluorescence, 340/450 nm, Alexa 350 dye-equivalents; stronger effect = higher value | max dye-equivalent concentration, M | 59,000 tested, 11% active | AID 590; in the data active = max dye-equivalent concentration above about 10 nM; inconclusive = mostly about 1.1 nM to 9.6 nM
Casp1 inh – allosteric or competitive inhibitors of human caspase-1; P29466; Caspase-1 enzyme, Ac-WEHD-AFC fluorogenic rate; Potency, µM (top dose mostly 57.5 µM), inactives show at the top dose activity change, negative = inhibition, hits mostly inhibitors; 75,000 tested, 0.03% active; AID 900;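 note: potency is the fitted concentration of half-maximal effect; plate controls were vehicle for no effect and no substrate for full effect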
Target sequence (P29466 120-297 limits assumed): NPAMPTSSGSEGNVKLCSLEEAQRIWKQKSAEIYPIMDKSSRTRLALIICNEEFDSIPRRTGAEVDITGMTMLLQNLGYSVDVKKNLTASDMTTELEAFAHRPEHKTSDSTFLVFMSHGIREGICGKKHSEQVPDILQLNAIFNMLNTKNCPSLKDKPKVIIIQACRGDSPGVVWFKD
Target sequence (P29466 317-404 limits assumed): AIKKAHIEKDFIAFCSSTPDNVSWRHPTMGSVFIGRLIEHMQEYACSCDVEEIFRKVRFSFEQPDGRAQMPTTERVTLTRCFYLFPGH
Rhodamine fluor – compound autofluorescence in rhodamine spectral region. 59,000 tested, 0.05% active. Rhodamine-region fluorescence, 547/598 nm, Tris buffer; stronger effect = higher value. AID 594. max dye-equivalent concentration, M; in the data active = max dye-equivalent concentration above about 11 nM; inconclusive = between about 1.1 nM and that limit
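A six-point rhodamine series on each plate calibrates the signal. Compounds sit in 100 mM Tris (pH 8.0) for 15 min at ambient temperature before imaging through 547 nm/598 nm filters.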
Caspase-7 inhib – caspase-7 (human) inhibition, allosteric or competitive; recombinant caspase-7, Ac-DEVD-AFC fluorescence rate; Potency, µM (doses to about 57.5 µM), without a hit: at the highest dose activity change, negative = inhibition, hits mostly inhibitors; 75,000 tested, 0.02% active; active = well fitted inhibition curve with a large enough effect in the main read-out, with a control signal flat, not every such curve was filed as active; inconclusive = small, poorly fitted or top-dose-only effect, or a change in a side signal; note: potency is the fitted concentration of half-maximal effect; % of control where 0% means no effect
4MU fluor – compounds fluorescent in 4-MU spectral region; compound autofluorescence, 340/450 nm, 4-MU equivalents; stronger effect = higher value; max dye-equivalent concentration, M; 59,000 tested, 11% active; in the data active = max dye-equivalent concentration above about 10 nM; inconclusive = mostly about 1.1 nM to 9.6 nM
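Intrinsic fluorescence at 340/450 nm (ex/em) was read after 15 min at room temperature in pH 8.0, 100 mM Tris. Each compound concentration expressed as 4-MU-equivalent concentration from a six-point 4-MU standard series on each plate.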
USP2a inhib – USP2a (human) protease inhibition; O75604; USP2a enzymatic assay, qHTS inhibition; Potency, µM (highest dose often 38.3 µM), inactives show at the highest dose activity change, negative = inhibition, hits mostly inhibitors; 60,000 tested, 0.1% active;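 note: potency is the fitted concentration of half-maximal effect; nearly all actives have a fitted effect of over 60% in size; plate controls were DMSO for no effect and NEM full inhibition control for full effect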
Target sequence (O75604 whole entry, looked up): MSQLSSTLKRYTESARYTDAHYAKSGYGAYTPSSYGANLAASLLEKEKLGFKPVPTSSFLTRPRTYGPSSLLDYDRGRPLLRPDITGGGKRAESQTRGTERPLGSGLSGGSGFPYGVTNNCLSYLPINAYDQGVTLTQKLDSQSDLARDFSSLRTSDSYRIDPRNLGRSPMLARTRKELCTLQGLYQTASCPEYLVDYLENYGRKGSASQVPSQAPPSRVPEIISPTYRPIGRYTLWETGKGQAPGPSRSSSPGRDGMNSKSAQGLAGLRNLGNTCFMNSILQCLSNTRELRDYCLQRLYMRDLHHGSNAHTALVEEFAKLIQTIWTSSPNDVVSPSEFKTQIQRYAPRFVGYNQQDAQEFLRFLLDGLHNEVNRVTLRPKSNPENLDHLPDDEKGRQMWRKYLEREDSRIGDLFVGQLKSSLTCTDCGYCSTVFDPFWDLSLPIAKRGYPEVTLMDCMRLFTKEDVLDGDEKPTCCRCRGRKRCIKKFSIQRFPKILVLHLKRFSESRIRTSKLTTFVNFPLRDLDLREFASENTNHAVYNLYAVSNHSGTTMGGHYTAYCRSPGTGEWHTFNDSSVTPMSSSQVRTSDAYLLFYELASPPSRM
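Coupled readout: USP2-cleaved Ub-PLA2 (20nM final) turns over NBD C6-HPC (20uM final), Ex 460nm/Em 535nm after 2.5 h, time-zero read flagging artifacts. Enzyme (20nM final, pH 8.0 Tris) given 30 min RT with compound first; NEM defines full inhibition.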
Fluorescein fluor – compound fluoresces in the fluorescein spectral region. AID 593. 59,000 tested, 0.91% active. Compound autofluorescence, 480/540 nm, fluorescein-equivalent; stronger effect = higher value. max fluorescein-equivalent concentration, M; in the data active = max fluorescein-equivalent concentration above about 10 nM; inconclusive = between about 1.1 nM and that limit
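Read-out is intrinsic compound fluorescence at 480/540 nm (excitation/emission), expressed as dye-equivalent concentration using a fluorescein standard series run on every plate. Compounds sat 15 min at room temperature in 100 mM Tris, pH 8.0.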
Texas Red fluor – Texas Red region autofluorescence; Compound fluorescence, Texas Red channel, 547/618 nm; stronger effect = higher value; max dye-equivalent concentration, M; 59,000 tested, 0.06% active; in the data active = max dye-equivalent concentration above about 10 nM; inconclusive = between about 1.1 nM and that limit
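Spectral interference profiling: each compound concentration's relative fluorescence, read with a 547 nm excitation and 618 nm emission filter pair, was normalized to a per-plate Texas Red standard curve.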
* marks the source's active call; other numbers are inactive results; i = inactive; ? = inconclusive; · = no result given; [ ] = remark or other dose. Unless noted, calls come from the whole dose curve; as a rule, active = well fitted curve in the direction sought with a large enough effect; inconclusive = small, poorly fitted or top-dose-only effect, or another doubt; inactive = no such curve, though single readings can be large; an effect the other way counts as inactive or inconclusive. These rows are one share of the data. The share of hits here may be higher or lower than overall.

SMILES	BRCT PPI red	BRCT inh green	HEK293 cAMP ctrl	A350 fluor	Casp1 inh	Rhodamine fluor	Caspase-7 inhib	4MU fluor	USP2a inhib	Fluorescein fluor	Texas Red fluor
Cc1c(C(=O)NCCc2ccccc2)oc2ccc(S(=O)(=O)N3CCOCC3)cc12	-3.0%	-2.6%	4%	i	-7%	i	-3%	i	38%[activator]	i	i
COc1ccc(S(=O)(=O)NCCC(=O)NCc2cccs2)cc1	0.9%	0.5%	3%	i	-2%	i	0%	i	10%	?	i
Nc1nc(SCC(=O)C23CC4CC(CC(C4)C2)C3)n[nH]1	0.3%	-1.9%	10%	?	1%	i	7%	i	-1%	?	?
COC(=O)c1cc(Br)c(=O)n(CCc2ccc(F)cc2)c1	·	·	·	i	·	i	·	i	·	?	i
CCn1c(SCC(=O)Nc2cc(C)on2)nc2sc3c(c2c1=O)CCCC3	1.1%	-0.3%	9%	i	-1%	i	-7%	i	31%[activator]	?	i
CCCCCCNc1c(C(=O)OCC)c(=O)[nH]c2ccccc12	-4.4%	3.0%	?	i	0%	i	-6%	i	8%	i	i
Cc1ccc2[nH]c(=O)c(CN(Cc3ccccc3Cl)C(=O)N3CCOCC3)cc2c1	-6.4%	-0.8%	?	?	0%	i	-1%	?	37%[activator]	?	i
CCC1(C(=O)OC)NC(c2ccco2)C2C(=O)N(c3ccccc3)C(=O)C21 (stereo unspecified)	-0.5%	-0.9%	-5%	i	-3%	i	-7%	i	32%[activator]	i	?
Cn1nc(C(=O)Nc2c(-c3ccccc3)nc3sccn23)c2ccccc2c1=O	1.4%	0.0%	11%	i	1%	i	0%	i	9%	i	i
Cc1ccc(N2C(=O)c3n[nH]c(C)c3C2c2ccco2)cc1 (stereo unspecified)	0.3%	-0.7%	?	i	0%	i	0%	i	8%	i	?
Cc1c(C(=O)N2CCOCC2)[nH]c2c1C(=O)CC(c1ccccc1Cl)C2 (stereo unspecified)	-0.7%	0.7%	7%	?	-1%	i	-2%	i	30%[activator]	?	i
Cc1c(C#N)c(N)c(C(=O)c2ccccc2)n1Cc1ccccc1	-0.7%	-0.9%	?	·	-14%	·	-2%	·	7%	·	·
CCN(CC)CCCNC(=O)c1sc2nc(-c3ccc(F)cc3)cn2c1C	-1.9%	1.1%	21%	i	-1%	i	0%	i	1%	?	i
O=C(COC(=O)c1ccc(S(=O)(=O)Nc2ccccc2)cc1)NCCN1C(=O)CSC1=O	-0.3%	0.8%	-5%	i	1%	i	6%	i	-1%	?	?
O=C(CSc1nnnn1-c1ccccc1)Nc1ccc(Cl)cc1	0.9%	-1.7%	4%	·	-1%	·	0%	·	0%	·	·
COC(=O)CC1C(=O)NCCN1C(=O)NC1CCCCC1 (stereo unspecified)	-1.0%	0.8%	-1%	i	-4%	i	1%	i	-2%	i	i
O=C(COC(=O)c1cc(S(=O)(=O)N2CCCCC2)ccc1N1CCOCC1)NC1CCCCC1	-0.7%	0.1%	11%	i	2%	i	0%	i	15%	i	i
COc1cc(CO)cc(Br)c1OCC(=O)N1CCCCC1	0.9%	-2.7%	8%	i	1%	i	2%	i	-3%	i	i
NC(=O)c1c(NC(=O)CN2CCOCC2)sc2c1CCC2	0.5%	-2.8%	0%	i	-2%	i	·	i	-9%	?	i
CCCCc1c(O)nc(N2CCN(Cc3ccccc3)CC2)[nH]c1=O	1.3%	-1.6%	-1%	?	3%	i	0%	i	-2%	i	?
Cc1ccc2c(c1)C1OCCC1C1N2C(=O)C2C(C(=O)O)C3C=CC21O3 (stereo unspecified)	-1.4%	0.6%	1%	?	-10%	i	0%	?	-17%	i	?
CCCCS(=O)(=O)/C=C\C1C2C=CC(C2)C1S(=O)(=O)CCCC (stereo unspecified)	-0.6%	-1.6%	9%	i	1%	i	2%	i	2%	?	i
CCCCc1ccc(Nc2ncnc3nc[nH]c23)cc1	1.8%	1.0%	-23%	·	-3%	·	-2%	·	·	·	·
Cc1ccc(P(=O)(OCCN2CCOCC2)C(C)(C)C)o1 (stereo unspecified)	0.7%	-1.6%	14%	i	-2%	i	0%	i	8%	?	i
CCOc1ccc(N=NS(=O)(=O)O)cc1	1.0%[15.4 µM]	0.1%[15.4 µM]	8%[11.4 µM]	i	-5%[11.5 µM]	i	1%[11.5 µM]	i	·	i	i
Cn1nnnc1SCC(=O)Nc1ccccc1N1CCOCC1	1.8%	-2.6%	8%	i	0%	i	0%	i	-4%	?	i
O=C1C(C=NCc2ccccn2)=C(O)c2ccccc21	-1.8%	-0.2%	4%	i	-1%	i	-6%	i	-2%	i	i
Cc1[nH]n(-c2ccccc2)c(=O)c1-c1ccccc1	-0.1%	-0.7%	6%	·	-2%	·	-2%	·	3%	·	·
O=C(NCCOc1ccccc1)c1ccc2c(c1)OCO2	0.4%	-0.4%	7%	i	0%	i	1%	i	4%	?	?
C=CCOn1c(=O)c(C)[n+]([O-])c2ccccc21	0.8%	1.4%	0%[11.4 µM]	·	-2%	·	0%	·	-3%[7.66 µM]	·	·
Oc1c(C(c2ccccc2)N2CCN(Cc3ccccc3)CC2)sc2ncnn12 (stereo unspecified)	-1.6%	-0.2%	32µM*	·	-1%	·	0%	·	·	·	·
CCOC(=O)NC(Nc1cc(C)on1)(C(F)(F)F)C(F)(F)F	·	·	·	i	·	i	·	i	·	?	i
c1ccc(Cn2nnnc2C(c2cccs2)N2CCSCC2)cc1 (stereo unspecified)	-0.9%	0.8%	?	i	-1%	i	0%	i	-10%	i	i
O=C(CSCc1cnn(-c2ccccc2)c1-n1cccc1)NCc1cccs1	0.5%	-7.8%	?	i	-3%	i	-1%	i	7%	?	i
CSCC[C@H](NC(=O)OC(C)(C)C)C(=O)N1CCC(C(=O)N[C@H](C(=O)O)C(C)C)CC1	1.6%	-3.2%	?	i	-2%	i	-1%	i	1%	i	i
COC(=O)c1cn(-c2ccccc2)nc1-c1cccnc1	-1.5%	0.0%	9%	·	-2%	·	-2%	·	1%	·	·
Cc1noc(C)c1S(=O)(=O)N1CCCC(C(=O)N2CCc3ccccc3C2)C1 (stereo unspecified)	-0.2%	-3.0%	20%	·	2%	·	-1%	·	·	·	·
CCOC(=O)N1CCN(C(=O)COc2ccccc2Cl)CC1	1.0%	-1.1%	4%	·	-2%	·	-1%	·	·	·	·
O=C(O)CCC(=O)Nc1ccc2c(c1)oc1ccccc12	-0.1%	-1.4%	2%	i	1%	i	1%	i	-1%	i	i
CC1CCCCN1C(=O)CSc1nc(-c2ccccc2)cc(=O)[nH]1 (stereo unspecified)	1.3%	-0.1%	4%	i	-1%	i	-1%	i	9%	i	i
CCc1ccc(CCC(=O)Nc2nnc(CC)s2)o1	0.3%	-1.9%	0%	i	0%	i	1%	i	4%	i	i
O=C(CC(=O)Nc1ccccn1)Nc1ccccn1	0.3%	-2.9%	3%	i	-3%	i	0%	i	1%	i	i
CC(C)CCOc1ccc(C(=O)O)cc1	1.4%	-1.4%	27%	i	2%	i	8%	i	-8%	?	?
Cc1cc(N(CC(=O)O)S(C)(=O)=O)ccc1Br	-0.7%	-1.0%	-1%	i	-2%	i	2%	i	-2%	i	?
COC(=O)c1oc2nc(C)cc(C)c2c1N	0.7%	0.5%	-3%	1.4e-07M*	-1%	i	2%	1.8e-07M*	-6%	i	i
CCCc1cn(S(=O)(=O)c2ccc(OC)cc2OC)nc1N	-0.9%	-3.7%	5%	?	-1%	i	-1%	?	-14%	i	i
CC(C)CN1CC[C@@]2(CCCN(C(=O)c3ccco3)C2)C1	-2.0%	-1.0%	28%	i	-1%	i	-2%	i	25%	i	i
CN1CCN(Cc2c(O)ccc3c2oc(=O)c2ccccc23)CC1	0.2%	-7.5%	13%	·	-3%	·	-6%	·	·	·	·
CC[C@@H](CS(=O)(=O)O)[N+](=O)[O-]	1.1%[15.4 µM]	-3.1%[15.4 µM]	-1%[11.4 µM]	i	-5%[11.5 µM]	i	0%[11.5 µM]	i	·	?	i
O=C(CCCCCn1c(SCC(=O)c2ccccc2)nc2ccccc2c1=O)NCc1ccco1	0.2%	1.4%	?	i	0%	i	-2%	i	0%	i	?
